S2 tox: Viability Counterscreen for Primary qHTS for Inhibitors of ATXN expression; S2 cells (HEK-293 line with an ATXN2-luciferase reporter) viability, CellTiter-Fluor protease fluorescence, 24 h; hit rate 0.49% among 400,000; Potency, µM (highest dose often 56.7 µM), hits mostly cytotoxic; AID 651635, 2014; note: potency is the fitted concentration of half-maximal effect; nearly all actives have a fitted effect of over 40% in size
MCF10A rerep: A quantitative high throughput screen for small molecules that induce DNA re-replication in MCF 10a normal breast cells | MCF 10A DNA re-replication, Hoechst nuclear intensity, 48 h | Potency, µM (series often up to 46.1 µM), for the others: top-dose activity, positive = re-replication, most hits filed as activators | hit rate 2.9% among 350,000; note: potency is the fitted concentration of half-maximal effect; % of control where 0% means no effect; nearly all actives have a fitted effect of over 50% in size
HT1080 IDH1KD tx: qHTS for induction of synthetic lethality in tumor cells producing 2HG: qHTS for the HT-1080-IDH1KD cell line; HT-1080 IDH1 knockdown viability, ATP luminescence, 48 h; Potency, µM (top dose mostly 46.1 µM), for the others: at the highest dose activity, negative = toxicity, most hits filed as cytotoxic; hit rate 2% among 360,000;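 note: potency is the fitted concentration of half-maximal effect; 0% = DMSO wells and -100% = cell-free medium wells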
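IDH1KD HT-1080 cells, 750/well, RPMI + 5% FBS; compound pinned after 2 h settling; 48 h, 37 °C; CellTiter-Glo luminescence; % activity normalised to DMSO and no-cell wells; curves fitted, classed by r2 and efficacy.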
SW480 rereplic: A quantitative high throughput screen for small molecules that induce DNA re-replication in SW480 colon adenocarcinoma cells; SW480 DNA re-replication, Hoechst DNA content imaging, 48 h; Potency, µM (top dose mostly 46.1 µM), for inactives: at the highest dose re-replication activation, usual class: activators; hit rate 1.8% among 340,000; AID 624297, 2012; note: potency is the fitted concentration of half-maximal effect; % of control where 0% means no effect; nearly all actives have a fitted effect of over 55% in size
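Treated cells incubate 48 hr (37 C, 5% CO2), are stained 40 min with Hoechst, and nuclear fluorescence is enumerated; a rise in nuclei with high DNA signal marks re-replication.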
IL-1B inflam inh: qHTS for Inhibitors of Inflammasome Signaling: IL-1-beta AlphaLISA Primary Screen; THP-1 LPS/ATP IL-1B secretion, AlphaLISA, 16 h; hits give low values; activity change, % at 57.5 µM; hit rate 4.7% among 360,000; AID 743279, 2014; in the data active = activity change below about -50%; inconclusive = mostly about -30% to -49%; note: % is set by controls: 0 for no effect and ±100 for the full control effect
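Secreted IL-1B measured by AlphaLISA bead assay after 16 h compound exposure of THP-1 cells; compounds (final up to 57.5 uM) added 1 h before LPS (250 ng/mL) and ATP (1.25 mM) stimulation; lower signal means less secretion.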
HepG2 tox: qHTS for Inhibitors of TGF-b: Cytotox Counterscreen. Potency, µM (highest dose often 46.1 µM), inactives show at the top dose activity change, negative = cytotoxicity, actives largely listed as cytotoxic. hit rate 0.76% among 410,000. HepG2 CAGA-GFP viability, ATP luminescence, 18 h; note: potency is the fitted concentration of half-maximal effect; some results filed as inactive show a strong effect at the top dose
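CellTiter-Glo luminescence gave cytotoxicity after 18 hours at 37 degrees C. The cells were HepG2 CAGA-GFP in 1% FBS DMEM, stimulated with 500 pg/mL TGF-beta after compound addition. %Activity was normalised to no-cell wells (complete cell-killing) and DMSO (no toxicity), and curves were fitted and classified.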
KB-3-1 cytotox: qHTS assay for MDR1-selective chemotherapeutics: Primary screen using the parental adenocarcinoma cell KB-3-1 | KB-3-1 viability, CellTiter-Glo ATP luminescence, 72 h | Potency, µM (highest dose often 46.1 µM), inactives show top-dose activity change, negative = cytotoxic, hits mostly cytotoxic | hit rate 1.4% among 400,000 | AID 1347075, 2019; note: potency is the fitted concentration of half-maximal effect; % is set by controls: 0 for no effect and ±100 for the full control effect; nearly all actives have a fitted effect of over 60% in size
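Here the drug-naive KB-3-1 line serves as comparator for MDR sub-line selectivity; cells received compound titrations, 72 h at 37 °C, then CellTiter-Glo readout.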
ATXN2 expr inh: Primary qHTS for Inhibitors of ATXN expression | HEK-293 ATXN2-luciferase reporter, luminescence, 24 h | Potency, µM (series often up to 57 µM), for inactives: top-dose activity change, negative = inhibition, most hits filed as inhibitors | hit rate 0.72% among 360,000 | AID 1745845, 2022; note: potency is the fitted concentration of half-maximal effect; % is set by controls: 0 for no effect and ±100 for the full control effect; nearly all actives have a fitted effect of over 55% in size
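ATXN2-luciferase reporter cells (luciferase flanked by upstream and downstream ATXN2 gene portions) were treated 24 h at 37 °C with compounds at up to 57 uM. SteadyGlo luminescence gave expression; GF-AFC fluorescence gave viability.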
HT1080-NT tox: qHTS for induction of synthetic lethality in tumor cells producing 2HG: qHTS for the HT-1080-NT fibrosarcoma cell line. hit rate 1.6% among 360,000. HT-1080-NT fibrosarcoma viability, CellTiter-Glo ATP luminescence, 48 h. Potency, µM (titrated, usually from 46.1 µM), inactives show at the top dose activity, negative = less viability, usual class: cytotoxic. AID 686970, 2013;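 note: NT is the 2HG producing partner of a matched IDH1 knockdown line; potency is the fitted concentration of half-maximal effect; 0% = DMSO-treated cells and -100% = media-only wells without cells; nearly all actives have a fitted effect of over 55% in size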
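HT-1080-NT fibrosarcoma cells (2HG-overproducing), 750 cells/well in RPMI with 5% FBS, dosed after 2 h and incubated 48 h at 37C. CellTiter-Glo luminescence normalized to DMSO and no-cell wells; concentration-response curves fitted and classed.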
* = called active by the depositor; i = inactive; u = inconclusive; x = not tested or not shown; [ ] = another dose, or the depositor's remark. Unless noted, calls come from the whole dose curve; as a rule, active = well fitted curve in the direction sought with a large enough effect; inconclusive = small, poorly fitted or top-dose-only effect, or another doubt; inactive = no such curve, though single readings can be large; an effect the other way counts as inactive or inconclusive.

Molecule,S2 tox,MCF10A rerep,HT1080 IDH1KD tx,SW480 rereplic,IL-1B inflam inh,HepG2 tox,KB-3-1 cytotox,ATXN2 expr inh,HT1080-NT tox
N#Cc1c(-c2cccnc2)cc(-c2ccccc2)nc1N,i,14%,u,u,0,-33%,0%,x,0%
CCOC(=O)c1c(NC(=O)COC(=O)c2cccnc2OCC)sc(C(=O)N(CC)CC)c1C,u,-1%,-16%,17%,-60*,0%,-8%,u,1%
CCN(CC)S(=O)(=O)c1ccc(NC(=O)COC(=O)c2c[nH]c(=O)[nH]c2=O)cc1,i,-4%,3%,-26%,0,-11%,8%,x,8%
NC(=O)c1ccsc1NC(=O)CSc1nnc(Nc2ccccc2)s1,u,15%,-16%,-48%[inhibitor],-4,-23%,-9%,x,-15%
N=c1c(S(=O)(=O)c2ccc(Cl)cc2)cc2c(=O)n3ccccc3nc2n1CC1CCCO1 (stereo unspecified),u,u,0%,-2%,8,11%,1%,x,0%
O=C(CN1CCN(C(=O)c2cncn2-c2ccccc2)CC1)Nc1ccccc1Cl,i,-4%,4%,-7%,-10,-6%,3%,2%,4%
CN(C)CCCN(C(=O)c1nc2ccccc2s1)c1nc2ccc(F)cc2s1,u,0%,1%,-3%,-13,6%,5%,1%,2%
CCCNC(=O)NC(=O)CSc1nnc(C)n1N,i,1%,19%,-1%,25,1%,10%,-1%,13%
CCn1c(C)nc2cc(C(=O)NNC(=S)NC(=O)c3ccccc3)ccc21,i,15%,-25%,-7%,14,-4%,-10%,x,-12%
CN1C(=O)/C(=C\c2cc(Br)cs2)c2ccccc21,i,10%,-15%,0%,32,-39%,-17%,35%[activator],9%
CCOC(=O)C1(C)CCCN(C(=O)c2ccc(C#N)cc2)C1 (stereo unspecified),i,x,7%,x,-4,-1%,0%,7%,19%
CCc1nnc(NC(=O)c2ccc3ccccc3n2)s1,i,11%,-5%,0%,34,-48%,4%,40%[activator],-14%
O=C(O)c1ccc(N2C(=O)C3C4c5ccccc5C(Br)(c5ccccc54)C3C2=O)cc1 (stereo unspecified),i,2%,-15%,7%,-8,6%,-10%,-36%,-11%
Cc1nn(C)c(=O)c(N)c1-c1cc(-c2ccc(Cl)c(Cl)c2)n[nH]1,i,u,-7%,12%,103,-11%,3%,-20%,-18%
OC(Cc1cccnc1)(Cc1cccnc1)c1cc2ccccc2[nH]1,i,24%,-1%,1%,11,-14%,-8%,2%,2%
O=C(NC(=S)Nc1cccc(C(F)(F)F)c1)c1ccc2nonc2c1,i,u,6%,u,x,-26%,2%,-26%,-6%
COc1cc(=O)[nH]c(SC(C)C(=O)Nc2cccc3ccccc23)n1 (stereo unspecified),i,-6%,-18%,3%,56,-10%,-22%,1%,-6%
COC(=O)c1sccc1N/N=C/c1cccc(OC)c1O,i,u,1%,-2%,-12,-46%,10%,u,-11%
O=C(COc1ccccc1)N(Cc1cccs1)C1CCS(=O)(=O)C1 (stereo unspecified),i,u,2%,3%,-18,-12%,0%,-17%,-2%
CCC1(C)Cc2ccccc2C(Nc2c(C)n(C)n(-c3ccccc3)c2=O)=N1 (stereo unspecified),i,0%,10%,0%,6,1%,9%,-7%,14%
O=C(CSc1nc2[nH]ncc2c(=O)[nH]1)c1ccccc1,i,0%,-10%,-8%,3,12%,-8%,-19%[11.3 µM],3%
CC1(C)Cc2cccc(OCC(O)CNCc3ccccn3)c2O1 (stereo unspecified),i,13%,1%,19%,13,2%,3%,-16%,-7%
O=C(O)C1C2C=CC(C2)C1C(=O)Nc1ccc(C(=O)N2CCCCC2)c(Cl)c1 (stereo unspecified),i,-8%,-1%,-5%,-4,-23%,9%,4%,1%
CCN(CC)S(=O)(=O)c1ccc(N2CCOCC2)c(NS(=O)(=O)c2ccc(C)c(C)c2)c1,i,11%,-5%,3%,9,-25%,-7%,-3%,0%
CCOc1ccccc1NC(=O)CCn1c(=O)oc2ccccc21,i,3%,3%,-3%,4,-3%,9%,-8%,6%
COc1ccc(CCNC(=O)CCCn2c(=O)c3ccccc3n(Cc3ccccc3)c2=O)cc1OC,i,x,x,x,x,-7%,-11%,u,x
CC12C(=O)N(c3cccc4cccnc34)C(=O)C1C1C=CC2C1 (stereo unspecified),i,-2%,7%,-7%,4,-2%,-9%,-3%,2%
Cc1ccnc(SCc2cc(=O)c(OC(=O)c3ccc(S(=O)(=O)N4CCCC4)cc3)co2)n1,i,7%,4%,1%,11,4%,5%,-1%,1%
Cc1[nH]c2ccccc2c1CCN(Cc1cccs1)C(=S)Nc1ccccc1,u,0%,-5%,-5%,-20,-3%,-26%,u,2%
CCC(=O)OCC(=O)Nc1ccc([N+](=O)[O-])cc1OC,i,3%,2%,-10%,-8,-9%,0%,-10%,-1%
O=C(NCc1ccc2c(c1)OCO2)Nc1ccc([N+](=O)[O-])cc1,i,12%,-24%,0%,3,-10%,0%,-18%,-8%
O=C(c1ccccc1Br)N1N=C(c2ccccc2)CC1c1ccccc1F (stereo unspecified),u,u,-18%,u,-12,-10%,u,x,-24%
Cc1ccc(OCCNC(=O)Cn2cnc3c(=O)n(C)c(=O)n(C)c32)cc1C,i,3%,-3%,-3%,49,-8%,-8%,-7%,-3%
CCc1ccc(OC(C)C(=O)N(Cc2ccccc2)C2CCS(=O)(=O)C2)cc1 (stereo unspecified),i,-16%,-9%,-2%,6,-9%,-3%,-6%,-2%
COc1ccc(N(CN2C(=O)c3ccccc3C2=O)C(=O)C(C)C)cc1,i,0%,5%,-15%,-9,5%,9%,4%,3%
COc1ccc(NC(=O)COC(=O)C23CC4CC(CC(O)(C4)C2)C3)cc1Cl,i,5%,0%,-9%,-2,0%,10%,x,0%
CC1(C)OC(=O)NC1c1ccccc1 (stereo unspecified),i,x,8%,x,4,-22%,6%,x,2%
O=C(NCCCN1CCCC1=O)c1cc2ccccc2o1,i,-4%,-1%,u,10,-9%,0%,7%,-5%[9.24 µM]
O=C(NCCOc1ccccc1)c1cc(C(=O)NCCOc2ccccc2)cc([N+](=O)[O-])c1,i,13%,-18%,u,-11,-2%,u,-21%,0%
CCOC(=O)c1c2ccccc2[n+]([O-])n1CCO,i,0%,-2%,-1%,3,-6%,0%,2%,-30%
O=C1CN(C(=O)COC(=O)c2ccc(Cl)c(S(=O)(=O)N3CCCCC3)c2)c2ccccc2N1,u,1%,3%,-10%,39,-11%,8%,x,3%
CCCCNc1nnc(SCC(=O)c2c[nH]c3ccccc23)s1,i,14%,-5%,-6%,16,-12%,0%,4%,-5%
CCOC(=O)c1c(N)sc2c1CCC1C(=O)N(C3CCCCC3)C(=O)C21 (stereo unspecified),i,u,-21%,u,-19,7%,8%,10%,-6%
Cc1ccc(S(=O)(=O)N(Cc2ccc(Cl)cc2)c2ccccc2C(=O)NCc2ccco2)cc1,u,u,-17%,u,u,-12%,0%,-24%,-5%
COc1ccccc1NC(=O)NCCCCc1ccccc1,i,16%,2%,u,-6,-1%,0%,6%,-6%

Ten of the compounds above, with two lines to a compound.
Sequence of screens – S2 tox	MCF10A rerep	HT1080 IDH1KD tx	SW480 rereplic	IL-1B inflam inh	HepG2 tox	KB-3-1 cytotox	ATXN2 expr inh	HT1080-NT tox
Cc1ccc(OCCNC(=O)Cn2cnc3c(=O)n(C)c(=O)n(C)c32)cc1C
 : i	3%	-3%	-3%	49	-8%	-8%	-7%	-3%
CCc1ccc(OC(C)C(=O)N(Cc2ccccc2)C2CCS(=O)(=O)C2)cc1 (stereo unspecified)
 : i	-16%	-9%	-2%	6	-9%	-3%	-6%	-2%
COc1ccc(N(CN2C(=O)c3ccccc3C2=O)C(=O)C(C)C)cc1
 : i	0%	5%	-15%	-9	5%	9%	4%	3%
COc1ccc(NC(=O)COC(=O)C23CC4CC(CC(O)(C4)C2)C3)cc1Cl
 : i	5%	0%	-9%	-2	0%	10%	x	0%
CC1(C)OC(=O)NC1c1ccccc1 (stereo unspecified)
 : i	x	8%	x	4	-22%	6%	x	2%
O=C(NCCCN1CCCC1=O)c1cc2ccccc2o1
 : i	-4%	-1%	u	10	-9%	0%	7%	-5%[9.24 µM]
O=C(NCCOc1ccccc1)c1cc(C(=O)NCCOc2ccccc2)cc([N+](=O)[O-])c1
 : i	13%	-18%	u	-11	-2%	u	-21%	0%
CCOC(=O)c1c2ccccc2[n+]([O-])n1CCO
 : i	0%	-2%	-1%	3	-6%	0%	2%	-30%
O=C1CN(C(=O)COC(=O)c2ccc(Cl)c(S(=O)(=O)N3CCCCC3)c2)c2ccccc2N1
 : u	1%	3%	-10%	39	-11%	8%	x	3%
CCCCNc1nnc(SCC(=O)c2c[nH]c3ccccc23)s1
 : i	14%	-5%	-6%	16	-12%	0%	4%	-5%
